# High-throughput results deposited in PubChem by several laboratories.
# KKLEB cytotox = CF airway cell cytotoxicity counter-screen | KKLEB CF airway cells viability, ATPlite luminescence, overnight; active compounds read low; cells stimulated with P. aeruginosa culture filtrate | activity change (cytotoxicity), % at 5 µM | 360,000 compounds, 0.36% hits;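 active = corrected activity change at or below -50% at 5 µM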
# aDG glyco act = increases alpha dystroglycan glycosylation. Pro5-aDG cells, alpha-DG glycosylation AlphaScreen (IIH6); 0% Pro5, 100% B10-LARGE cell signal. activation, % at 10 µM. 360,000 compounds, 0.22% hits;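 active = activation of at least 8% versus controls, or a plate z-score of at least 8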;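 also: Pro5 are CHO cells carrying HIG-tagged alpha-DG that lacks glycosylation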
# CF NFkB block = inhibitors of cystic fibrosis induced NF-kB. KKLEB NF-kB-GFP reporter, PAF-induced, GFP fluorescence overnight. inhibition, % at 5 µM. 360,000 compounds, 0.86% hits. AID 588850;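 active = at least 50% inhibition at 5 µM, scaled per plate between neutral and stimulator controls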;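 also: PAF is a Pseudomonas aeruginosa culture filtrate used as stimulus; plate controls were PAF-stimulated DMSO wells for no effect and unstimulated DMSO wells for full effect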
# TRPM1 prom inh = inhibitors of MITF-driven TRPM1 promoter in melanoma cells. SK-MEL-5 TRPM1 promoter luciferase, 24 h. inhibition, % at 12.5 µM. 330,000 compounds, 0.83% hits;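 active = mean inhibition across replicates of 60% or more, whatever share of single replicates reaches that level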; also: values of inactives mirror those of a sister screen read the other way
# HIF-2a inh = blocks HIF-2a reporter activity; 786-0 RCC cells HIF-2a reporter, luciferase luminescence, overnight; inhibition, % at 18.8 µM; 360,000 compounds, 0.72% hits; AID 624352;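 active = inhibition of the luminescence signal of 40% or more relative to plate controls, in a single-dose primary screen at 18.75 µM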
# hiPSC survival = hiPSC single-cell survival enhancement; ATPlite luminescence; 100% = ROCK inhibitor wells, 0% = DMSO; survival enhancement, % at 20 µM; 360,000 compounds, 0.044% hits; AID 602274; in the data active = survival enhancement above about 18%;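 also: cells exposed to compounds for 16 hours before the ATP read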
# NR2E3 ag-1 = agonists of human NR2E3 nuclear receptor; Q9Y5X4; CHO-S Gal4-NCOR/VP16-NR2E3 two-hybrid, luciferase; inhibition of corepressor binding, % at 3.98 µM; 360,000 compounds, 0.35% hits; AID 602229;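 active = inhibition above the mean of all tested compounds plus 3 SD, cut at about 70% in these data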;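 also: 0% = DMSO with NR2E3 transfected cells and 100% = cells lacking NR2E3 construct; higher means lower luciferase signal from less NR2E3 corepressor binding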
# Target sequence (Q9Y5X4 whole entry, looked up, the tested form may be a part): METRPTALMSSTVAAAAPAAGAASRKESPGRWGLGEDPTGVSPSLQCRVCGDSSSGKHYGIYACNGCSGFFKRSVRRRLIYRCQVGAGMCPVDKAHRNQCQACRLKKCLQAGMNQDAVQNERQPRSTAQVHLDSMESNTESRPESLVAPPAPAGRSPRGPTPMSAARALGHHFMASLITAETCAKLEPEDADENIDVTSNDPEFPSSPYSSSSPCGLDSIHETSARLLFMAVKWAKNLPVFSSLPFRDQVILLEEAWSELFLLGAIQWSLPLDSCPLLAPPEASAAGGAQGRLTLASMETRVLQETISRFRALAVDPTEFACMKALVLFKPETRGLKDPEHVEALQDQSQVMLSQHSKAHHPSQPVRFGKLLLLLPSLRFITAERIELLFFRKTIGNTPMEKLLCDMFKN
# Shn3 inh set2 = reduces Shn3 3'UTR luciferase signal in osteoblasts; 360,000 compounds, 0.52% hits; AID 588674; Clone20 osteoblast Shn3 3'UTR firefly luciferase, 24 h; inhibition, % at 12.5 µM;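 active = mean inhibition of at least 75% with every replicate also reaching 75%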;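 also: 0% = median of neutral control wells and 100% = pilot-screen positive control compound; some compounds past the cut are filed as inactive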
# Peg3 promoter = Peg3 promoter activity inhibition. 360,000 compounds, 1.7% hits. AID 588405. inhibition, % at 20 µM. HeLa PEG-Prom luciferase reporter, luminescence, overnight;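 active = inhibition of at least 50% at 20 µM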
# TWEAK Fn14 block = TWEAK-Fn14 signaling inhibition; TWEAK-stimulated Fn14 reporter cells, luciferase luminescence, 8 h; 360,000 compounds, 2% hits; inhibition, % at 10 µM; in the data active = inhibition above about 50%
# NR2E3 ag-2 = NR2E3 (human) agonism. Q9Y5X4. GST-NR2E3/biotin-RetCOR TR-FRET, 1536-well. inhibition of corepressor binding, % at 4.78 µM. 320,000 compounds, 0.12% hits. AID 2300;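 active = percent inhibition above the cutoff of mean plus 3 SD of all tested compounds, set per screening campaign, cut at about 20% in these data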;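 also: 0% = DMSO wells and 100% = biotin wells as full block of FRET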
#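 System: GST-tagged NR2E3 plus biotinylated RetCOR corepressor; Amount: 1.35 nM GST-tagged NR2E3 final; Dosing: single nominal compound dose of 4.8 µM; Schedule: 5 h incubation at 4 °C; Technique: TR-FRET with europium anti-GST and streptavidin-D2, 340 nm excitation; Controls: biotin wells as high control, 0.6% DMSO wells as low control.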
# * hit, by the source's call; x = no result given; & = joins results of further samples.
SMILES,KKLEB cytotox,aDG glyco act,CF NFkB block,TRPM1 prom inh,HIF-2a inh,hiPSC survival,NR2E3 ag-1,Shn3 inh set2,Peg3 promoter,TWEAK Fn14 block,NR2E3 ag-2
COc1ccc(NC(=O)Cn2nc(Cc3cccnc3)c3ccccc3c2=O)c(OC)c1,4,0.0,6,-8,5,-0.7,-21,7,3,-16,-2
Cc1nc(CSc2nnc(C)s2)cs1,6,-0.4,-9,-4,-4,3.9,1,10,-14,1,-2
COc1ccc(CNC(=O)c2ccc(N(C)S(=O)(=O)c3ccc(C)cc3)cc2)cc1,-5,-0.3,23,1,18,0.3,16,9,21,10,3
CC(=O)N1c2ccc(S(=O)(=O)N3CCCC3)cc2CC1C(=O)NC(C)C (stereo not drawn),9,1.9,-2,-2,10,-0.5,4,-16,-3,-4,-1
CCC(=O)Nc1nnc(C(C)(C)C)s1,0,-0.3,6,-1,3,13,5,-1,10,14,-2
COc1cccc(Cn2cc(C)cc(NC(=O)NCc3ccccc3)c2=O)c1,-2,0.3,19,-22,-58,-0.8,-30,-21,-60,18,-1
Cn1cnc(S(=O)(=O)NCc2cccs2)c1,10,0.0,1,-5,5,2.9,-5,4,-1,8,-1
CC(=O)c1cccc(NC(=O)C(OC(=O)c2cccc(S(=O)(=O)N(C)c3ccccc3)c2)c2ccccc2)c1 (stereo not drawn),6,0.1,-7,7,13,0.0,-1,12,2,14,0
COc1ccc(-c2c(C#N)c(SCC(N)=O)nc3c2CCCC3)cc1,5,-0.1,-4,-5,25,-2.8,-7,8,4,-12,1
O=C(CSc1nc(-c2ccccc2)nc2ccccc12)Nc1nccs1,-24,0.3,15,-17,29,1.6,-10,-2,11,-19,-21
CC1(C)Cc2ccccc2/C(=C/C(=O)N2CCCCCC2)N1,15,0.1,-6,16,11,1.5,-6,3,18,11,1
CC(C)c1ccc(N2C(=O)CC(NNC(=O)c3ccccc3Cl)C2=O)cc1 (stereo not drawn),4,0.1,-1,1,6,3.3,-7,x,0,-9,1
CC1/C(=N/O)CC(c2ccccc2)NC1c1ccccc1 (stereo not drawn),-5,0.1,0,-19,17,-1.5,-14,-1,14,-11,1
CC(C)(C)NC(=O)C1(N2C(=O)c3ccccc3C2=O)CCCC1,5,-0.2,-12,7,14,-1.8,-19,-6,3,3,x
COc1ccc(CCNC(=O)CCC(=O)Nc2nnc(C(C)C)s2)cc1OC,0,-0.1,10,15,4,-2.4,-19,-2,-2,-14,-3
CCOC(=O)c1nnn(CC(=O)Nc2ccccc2)c1C(=O)OCC,19,0.3,-3,-8,12,-1.0,-16,8,14,9,0
Cc1cc(C(=O)COC(=O)Cc2c(F)cccc2Cl)c(C)n1C,-1,0.1,-9,x,-198,0.4,-32,-52,-321,-7,x
CSCCC(=O)N1CCC(CCC(=O)NC2CC2)CC1,13,-0.2,-45,3,8,-0.1,-12,-6,3,-13,-2
Cc1c(/C(O)=C2/C(=O)C(=O)N(Cc3cccnc3)C2c2ccccn2)cnn1-c1ccccc1 (stereo not drawn),3,0.9,4,49,67*,-1.0,83*,60,66*,101*,2
COc1cccc(N2CCN(c3ccc4nnc(CCC(=O)Nc5ccc(F)cc5F)n4n3)CC2)c1,4,-0.2,1,0,19,0.6,-11,4,34,-3,-1
CC(=O)N1c2ccccc2C(=O)C1N1CCCCC1 (stereo not drawn),-2,0.0,-6,18,0,-4.9,11,-9,10,-20,4
O=C(Oc1ccc(Br)cc1C(=S)N1CCOCC1)c1cccc([N+](=O)[O-])c1,2,0.2,-12,-1,5,0.2,0,-1,8,10,3
COc1ccc(NC(=O)c2cc(S(=O)(=O)N3CCc4ccccc43)cn2C)c(OC)c1,24,0.0,-5,-6,6,1.2,-6,18,17,-1,3
O=C(O)C1CCCCC1C(=O)N1CC=C(c2ccccc2)CC1 (stereo not drawn),0,-0.2,8,6,27,3.7,24,10,-25,80*,-4
Cc1ccc(OCC(=O)NNC(=O)c2cccnc2)cc1C,-17,0.6,19,12,8,-3.2,-23,-7,8,-23,4
CN1CCN(CCCn2cnc3c(=O)oc4ccccc4c32)CC1,-6,0.3,-10,4,19,0.3,-13,-5,2,-10,-2
CCOC(=O)C1=C(C)NC(C)=C(C(=O)OCC)C1C(=O)OCC(=O)N1CCCCC1CC (stereo not drawn),13&4,-0.1&0.0,-34&-10,4,9&-2,0.5&6.7,-9&-17,-3&3,0&16,-7&-9,2
S=C(NCC1CCCO1)NC12CC3CC(CC(C3)C1)C2 (stereo not drawn),16,0.1,4,-12,21,-0.7,-14,6,-16,1,0
CNCCCc1[nH]nc(N)c1C#N,-26,-0.5,1,-3,18,-0.7,-14,-1,10,15,3
O=C(CN1C(=O)S/C(=C\c2ccccc2)C1=O)NC1CCS(=O)(=O)C1 (stereo not drawn),7,-0.1,-13,0,-6,-0.3,-10,3,8,-3,-1

# Results in TWEAK Fn14 block and Peg3 promoter, for some of the entries so far:
compound,TWEAK Fn14 block,Peg3 promoter
Cc1c(/C(O)=C2/C(=O)C(=O)N(Cc3cccnc3)C2c2ccccn2)cnn1-c1ccccc1 (stereo not drawn),101*,66*
COc1cccc(N2CCN(c3ccc4nnc(CCC(=O)Nc5ccc(F)cc5F)n4n3)CC2)c1,-3,34

# The list goes on.
SMILES,KKLEB cytotox,aDG glyco act,CF NFkB block,TRPM1 prom inh,HIF-2a inh,hiPSC survival,NR2E3 ag-1,Shn3 inh set2,Peg3 promoter,TWEAK Fn14 block,NR2E3 ag-2
O=S(=O)(Nc1ccc(Cl)cn1)c1cccs1,7,0.1,8,8,16,0.0,-12,-2,8,-4,-4
CSc1nc(C)c(C(=O)C[n+]2ccc(C)cc2)cc1C#N,0,0.1,34,4,7,0.1,-1,3,5,-22,2
COc1ccc(C(=O)O/N=C(\N)c2ccc(OC)c(OC)c2)cc1,3,0.0,-23,-93,-318,-0.6,-69,-88,-184,-27,0
Nn1c(SCC(=O)Nc2ccccc2F)nnc1C1CCCCC1,3,-0.2,-2,-2,-4,1.9,-7,21,-2,-7,-3
CC1CCCC(NCC(O)COC(c2ccc(F)cc2)c2ccc(F)cc2)C1C (stereo not drawn),-14,-0.3,22,86*,4,-0.7,24,28,104*,-16,3
CCOC(=O)CNc1nc(Cl)c(C#N)s1,0,0.0,17,-2,10,4.3,-8,3,4,6,0
CC(C)Nc1nc(NC(C)C)nc(SCCOC(=O)Nc2ccc(Cl)cc2Cl)n1,-14,0.4,6,7,24,1.2,-12,4,-51,6,-1
CCCCC(c1nnnn1CC1CCCO1)N1CCN(c2nc3ccccc3s2)CC1 (stereo not drawn),9,0.6,-13,0,-8,2.3,-12,-13,19,17,x
COc1ccccc1Oc1c(C)oc2cc(OC(=O)c3ccco3)ccc2c1=O,17,-0.2,2,-6,10,5.1,-25,1,16,-3,-1
COc1cccc(N2C(=O)C3C(C2=O)C2C=CC3C23CC3)c1 (stereo not drawn),-4,-0.2,8,-9,-5,5.2,1,7,15,-11,3
COc1cc(C(C)=O)ccc1OCC(=O)OC(C)C(=O)c1ccc(F)cc1 (stereo not drawn),0,0.1,10,6,1,-0.6,-13,-4,13,-5,x
O=C(O)C1C2C=CC3(CN(Cc4ccco4)C(=O)C13)O2 (stereo not drawn),9,0.1,0,-10,3,-0.5,-2,-35,-4,5,7
COc1ccc(CCNC(=O)CSc2ccccn2)cc1,5,-0.2,10,-6,12,-0.5,-10,-5,-1,-11,5
O=C(NCCC1=CCCCC1)c1cc(-c2ccncc2)nc2ccccc12,18,-0.1,-6,-7,7,1.3,-19,-7,6,-15,-2
O=C(CC(Nc1ccc(F)cc1)c1ccccc1)c1ccccc1 (stereo not drawn),9,0.2,-18,9,-5,0.0,8,-7,-13,9,4
CCSc1nc(-c2ccccc2)c(-c2ccccc2)n1CC(O)CO (stereo not drawn),-2,0.0,-2,1,24,-2.7,21,16,10,-1,5
C/C(=N\Nc1ncc(Cl)cc1Cl)c1ccc(N2CCOCC2)cc1,11,0.2,4,-12,-56,-0.5,-35,-5,-39,62*,7
COC(=O)CN1C(=O)C(O)(CC(=O)c2ccc(Br)cc2)c2ccccc21 (stereo not drawn),-16,0.2,2,3,6,2.8,6,-6,-1,6,-1
COc1ccccc1CNC(=O)C1CCN(S(=O)(=O)c2cccc3nonc23)CC1,-3,-0.1,-11,1,0,-0.4,-7,-33,-3,9,1
Cc1ccc(S(=O)(=O)N2CCC(C(=O)N3CCc4ccccc43)CC2)cc1,0,0.0,-10,5,20,-0.3,-25,-9,10,22,2
CCn1nc(C)c(NC(=O)c2ccc(Br)o2)c1C,-3,0.0,12,4,10,-0.4,24,-18,-80,-6,1
COC(=O)C1CCN(C(=O)C2CCN(C(=O)[C@H](C)NS(=O)(=O)c3ccc(C)cc3)CC2)CC1,-4,0.0,6,3,11,-1.0,-18,-16,2,-17,1
Cn1c(=O)c2c(ncn2CCOC(=O)C(C)(C)Oc2ccc(Cl)cc2)n(C)c1=O,-14,0.1,-20,x,2,-0.1,9,7,2,11,x
CCN1C(=O)c2ccccc2Sc2ccc(C(=O)NCCCN(CC(C)C)CC(C)C)cc21,3,0.1,1,8,4,0.3,8,11,18,-6,1
COc1cc(SC)ccc1C(=O)N1CCc2ccccc21,3,0.1,-28,16,-3,0.6,-10,8,13,4,0
CCSc1nnc(NC(=O)c2ccccc2)s1,6,-0.2,4,-94,-165,1.4,-119,-107,-229,3,0
O=C(Cc1coc2cc3c(cc12)CCC3)NC1CCCCCCC1,5,0.2,1,1,-38,-1.0,-36,8,-28,6,-1
Cc1nnc(SCC(=O)Nc2nccs2)n1N,17,1.2,-3,5,-10,0.2,-20,-9,-1,-13,-3
CC1CN(S(=O)(=O)c2cccc(C(=O)Nc3ccccc3N3CCOCC3)c2)CC(C)O1 (stereo not drawn),-5,0.0,-16,-1,0,0.3,-14,4,14,7,x
CC(NC(=O)CN1CCOCC1)c1ccccc1 (stereo not drawn),2,0.0,-8,-3,19,0.3,-20,8,8,8,1
Cc1ccc(OS(=O)(=O)c2cn(C)c(=O)n(C)c2=O)cc1C,-6,-0.1,-2,-4,5,-1.0,6,-9,-9,17,2
Cc1ccc(C)c(NC(=O)COC(=O)c2cc(=O)c3ccccc3o2)c1,1,0.0,13,0,-54,0.9,-25,-12,-46,-21,x
CC(=O)Nc1cccc(NC(=S)Nc2ccc(F)c(Cl)c2)c1,10,-0.5,0,-3,-31,1.1,0,7,0,-6,6

# Complete entries as entered above. Order of values: KKLEB cytotox	aDG glyco act	CF NFkB block	TRPM1 prom inh	HIF-2a inh	hiPSC survival	NR2E3 ag-1	Shn3 inh set2	Peg3 promoter	TWEAK Fn14 block	NR2E3 ag-2
# CCn1nc(C)c(NC(=O)c2ccc(Br)o2)c1C is entered as -3	0.0	12	4	10	-0.4	24	-18	-80	-6	1
# CC(NC(=O)CN1CCOCC1)c1ccccc1 (stereo not drawn) is entered as 2	0.0	-8	-3	19	0.3	-20	8	8	8	1
